# FLuc modulator = inhibits or activates purified firefly luciferase, miR-21 counter-screen | AID 588342 | purified FLuc, Km substrates, luminescence inhibition | 360,000 tested, 6.9% active | P08659 | Potency, µM (doses to about 57.5 µM), for inactives: at the highest dose activity change, negative = inhibition, hits mostly inhibitors;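 further: potency means the concentration at half of the fitted maximal effect; plate controls were vehicle for no effect and reference inhibitor for full effect; nearly all actives have a fitted effect of over 55% in size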
# Target sequence (P08659 whole entry, looked up): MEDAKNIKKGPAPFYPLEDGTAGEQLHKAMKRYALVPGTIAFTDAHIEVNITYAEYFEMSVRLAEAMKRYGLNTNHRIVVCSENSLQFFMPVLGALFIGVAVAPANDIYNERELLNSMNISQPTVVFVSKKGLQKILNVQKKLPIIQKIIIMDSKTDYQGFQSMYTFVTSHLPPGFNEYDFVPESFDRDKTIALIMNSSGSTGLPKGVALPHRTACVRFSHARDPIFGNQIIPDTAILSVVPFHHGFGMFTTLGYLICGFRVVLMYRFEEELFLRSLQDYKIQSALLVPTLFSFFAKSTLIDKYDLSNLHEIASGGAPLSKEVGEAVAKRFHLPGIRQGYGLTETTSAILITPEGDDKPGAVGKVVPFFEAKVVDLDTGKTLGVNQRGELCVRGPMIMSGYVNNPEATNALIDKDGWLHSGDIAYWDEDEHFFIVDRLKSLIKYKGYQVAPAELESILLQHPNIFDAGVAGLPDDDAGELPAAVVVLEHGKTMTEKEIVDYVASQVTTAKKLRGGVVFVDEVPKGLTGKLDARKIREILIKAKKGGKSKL
#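 Biochemical qHTS of compounds, final roughly 60 µM downward over six points, against 10 nM purified firefly luciferase using Km concentrations of substrates (10 uM D-luciferin, 10 uM ATP) in Tris acetate pH 7.5 buffer; luminescence output.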
# ELG1 repair inh = ELG1-dependent DNA repair inhibition; HEK293T ELG1-luciferase reporter, luminescence, 16 h; DNA damage induced by 5-fluorouridine; Potency, µM (series often up to 46.1 µM), for the others: top-dose activity change, negative = inhibition, hits mostly inhibitors; 330,000 tested, 2.3% active; AID 504467; further: potency means the concentration at half of the fitted maximal effect; on the % scale 0 is the no-effect control and ±100 the full control effect; nearly all actives have a fitted effect of over 55% in size
#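 HEK293T cells expressing luciferase-tagged ELG1 (2,000/well) received 5-Fluorouridine plus compound or DMSO for 16 hr at 37 °C. Luciferase was read by ONE-Glo luminescence after 30 min at room temperature.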
# Menin MLL FP TR = displaces Texas Red mutant MLL peptide from human menin; Menin + Texas Red MLL mutant peptide, fluorescence polarization; 270,000 tested, 0.23% active; Potency, µM (top dose mostly 61.6 µM), without a hit: at the top dose FP activity change, negative = inhibition, hits mostly inhibitors; O00255; AID 1768; active means well fitted inhibition curve with a large enough effect in the polarisation, with a control signal flat, not every such curve was filed as active; inconclusive means small, poorly fitted or top-dose-only effect, or effect the other way, or a change in a side signal; inactive means no such curve, though single readings can be large or run the other way; the % refers to the polarisation; further: potency means the concentration at half of the fitted maximal effect; % of control where 0% means no effect; many of its hits are not listed in these tables
# RORgamma inh = blocks mouse ROR gamma transcriptional activity | P51450 | Drosophila S2 Gal4-RORgamma UAS-luciferase reporter, 20 h | Potency, µM (series often up to 53.6 µM), without a hit: at the highest dose activity change, negative = inhibition, usual class: inhibitors | 310,000 tested, 5.4% active | AID 2551; further: potency means the concentration at half of the fitted maximal effect; on the % scale 0 is the no-effect control and ±100 the full control effect; nearly all actives have a fitted effect of over 60% in size
#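 Stably transfected Drosophila Schneider cells are the test system, with ROR gamma fused to Gal4 and luciferase under UAS control; luminescence is read after 20 hr of 700 uM copper sulfate induction at ambient temperature.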
# PKM2 act = increases activity of human pyruvate kinase M2. 260,000 tested, 0.34% active. purified PKM2, Kinase-Glo ATP luminescence, activation; response scale: 0% is enzyme alone, no compound. Potency, µM (doses to about 57.5 µM), inactives show at the top dose activation, actives largely listed as activators. AID 1631; further: potency means the concentration at half of the fitted maximal effect; on the % scale 0 is the no-effect control and ±100 the full control effect; nearly all actives have a fitted effect of over 55% in size
# Target sequence (P14618 whole entry, looked up): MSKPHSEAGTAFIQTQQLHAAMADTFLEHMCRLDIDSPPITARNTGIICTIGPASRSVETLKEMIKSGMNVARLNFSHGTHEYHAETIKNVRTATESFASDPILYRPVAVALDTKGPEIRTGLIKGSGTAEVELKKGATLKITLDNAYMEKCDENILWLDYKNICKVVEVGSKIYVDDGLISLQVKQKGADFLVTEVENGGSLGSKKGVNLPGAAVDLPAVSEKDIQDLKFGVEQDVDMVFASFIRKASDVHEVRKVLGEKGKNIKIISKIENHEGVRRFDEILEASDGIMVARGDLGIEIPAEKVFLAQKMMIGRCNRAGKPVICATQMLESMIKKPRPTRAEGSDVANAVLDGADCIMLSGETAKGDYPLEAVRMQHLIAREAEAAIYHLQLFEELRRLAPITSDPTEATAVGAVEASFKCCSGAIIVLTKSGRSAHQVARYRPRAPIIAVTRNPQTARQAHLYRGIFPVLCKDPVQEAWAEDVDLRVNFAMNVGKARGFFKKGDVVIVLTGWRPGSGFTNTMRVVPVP
#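 Purified hPK-M2 (>95%) run at intermediate activity with 0.1 mM ADP and 0.5 mM PEP in 50 mM imidazole pH 7.2, KCl, MgCl2; 1 h room temperature. ATP formed read by Kinase-Glo luminescence; normalized to uninhibited and no-enzyme controls.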
# MBNL1-CUG inh = inhibitors of human MBNL1 binding to CUG repeat RNA; AID 2675; Potency, µM (doses to about 57.5 µM), for inactives: at the top dose activity change, negative = inhibition, usual class: inhibitors; 280,000 tested, 0.036% active; TR-FRET MBNL1-His/biotin-(CUG)12 binding, 665/545 ratio; Q9NR56; active means well fitted inhibition curve with a large enough effect in the signal ratio, with a control signal flat, not every such curve was filed as active; inconclusive means small, poorly fitted or top-dose-only effect, or effect the other way, or a change in a side signal; inactive means no such curve, though single readings can be large or run the other way; the % refers to the signal ratio; further: potency means the concentration at half of the fitted maximal effect; on the % scale 0 is the no-effect control and ±100 the full control effect
#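 Inhibition of protein-RNA binding appears as loss of TR-FRET between terbium anti-His antibody on MBNL1-His and streptavidin-XL665 on biotin-(CUG)12. Activity is normalized to buffer-only and uninhibited-complex controls.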
# NPC1 prom act = activates the NPC1 promoter; Potency, µM (doses to about 9.22 µM), for inactives: top-dose activation, actives largely listed as activators; AID 485313; Huh7 NPC1 promoter luciferase reporter, 24 h; 320,000 tested, 2.4% active;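 further: potency means the concentration at half of the fitted maximal effect; % of control where 0% means no effect; nearly all actives have a fitted effect of over 60% in size; reporter is driven by a mutant NPC1 promoter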
#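 Readout is luciferase luminescence, reflecting NPC1 promoter activation in stably transfected Huh7 cells after 24 h compound exposure at 37 °C in reduced-serum medium with 10% FBS.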
# Mito fusion yeast = inhibitors of mitochondrial division or activators of mitochondrial fusion | S. cerevisiae fusion-defective mutant growth rescue, CellTiterGlo 48 h | Potency, µM (top dose mostly 46.1 µM), without a hit: at the top dose growth rescue (activation), most hits filed as activators | 320,000 tested, 0.23% active;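 further: potency means the concentration at half of the fitted maximal effect; % of control where 0% means no effect; nearly all actives have a fitted effect of over 45% in size; temperature-sensitive fusion mutants such as fzo1-1 at 37 °C on non-fermentable ethanol glycerol medium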
#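 Temperature-sensitive fusion-defective S. cerevisiae (e.g. fzo1-1, mgm1-5) were grown with compound in YPEG medium (3% ethanol, 3% glycerol) for 48 hours at 37C. Growth rescue was measured as viability by CellTiterGlo luminescence after 10 minutes at ambient.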
# KCNH2 3.1 inh = blocks the human KCNH2 3.1 channel isoform. U2OS KCNH2 3.1, thallium flux FluxOr; hits give low values. activity change, % (tested at about 1.8 µM). 340,000 tested, 0.95% active. AID 720553;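 active means maximum activity change below -70%; inconclusive means maximum activity change from -70% to -50%; inactive means maximum activity change above -50%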;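 further: thallium influx rate constant from kinetic fluorescence after stimulation buffer; on the % scale 0 is the no-effect control and ±100 the full control effect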
#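 Thallium flux read-out: FluxOr dye with Red40 quencher in HBSS/HEPES, 45 min at RT. Rate constants from kinetic reads were normalized to positive and negative DMSO controls. Cells: U2OS virally expressing the 3.1 isoform.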
# Rab9 prom act = activates the Rab9 promoter; Huh7 Rab9 promoter-luciferase reporter, luminescence, 24 h; Potency, µM (series often up to 9.22 µM), for the others: at the top dose activation, negative = inhibition, most hits filed as activators; 320,000 tested, 2.8% active; further: potency means the concentration at half of the fitted maximal effect; % of control where 0% means no effect; nearly all actives have a fitted effect of over 60% in size
#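 Stable Rab9-luc Huh7, 1500 cells/well, 2 h settle; cmpd in DMSO, 24 h, 37 °C/5% CO2; luciferase reagent 10 min RT; luminescence.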
# VP16 counter = inhibits Gal4-VP16 luciferase reporter, ROR gamma counter-screen; Drosophila S2 Gal4-VP16 UAS-luciferase, luminescence, 20 h; Potency, µM (titrated, usually from 53.6 µM), for the others: at the top dose activity, negative = inhibition, actives largely listed as inhibitors; AID 2546; 310,000 tested, 3.5% active;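 further: Gal4-VP16 expression switched on by copper sulfate through the metallothionein promoter; potency means the concentration at half of the fitted maximal effect; on the % scale 0 is the no-effect control and ±100 the full control effect; nearly all actives have a fitted effect of over 50% in size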
# * = called active by the depositor; ? = inconclusive; . = not tested or not shown; [ ] = another dose, or the depositor's remark. Unless noted, the call rests on the fitted dose curve; in most records, active means well fitted curve in the direction sought with a large enough effect; inconclusive means small, poorly fitted or top-dose-only effect, or another doubt; inactive means no such curve, though single readings can be large; an effect the other way counts as inactive or inconclusive.
# Sequence of screens – FLuc modulator, ELG1 repair inh, Menin MLL FP TR, RORgamma inh, PKM2 act, MBNL1-CUG inh, NPC1 prom act, Mito fusion yeast, KCNH2 3.1 inh, Rab9 prom act, VP16 counter
(1) O=C(COc1ccccc1Cl)NCCCNC(=O)c1cnccn1
    -0.9%, -1.5%, -21.5%, -0.8%, ., -2.4%, 9.5%, 6.2%, 0.3, 1.7%, -12.5%
(2) Cc1ccc(C)c(CNS(=O)(=O)c2c(C)[nH]c(C)c2C(=O)N2CCCC2)c1
    1.2%, 4.0%, -4.0%, -16.2%, ., -1.6%, -1.8%, -0.5%, -17.6, 4.4%, -5.6%
(3) COc1ccc(CCNC(=O)c2cc3c(=O)n4ccccc4nc3n(CCCN3CCOCC3)c2=N)cc1
    -0.9%, 10.3%, -17.9%, -12.7%, 3.2%, ?, -5.2%, -2.2%, -20.3, 0.3%, -0.7%
(4) Cc1cccc(NC(=S)N/N=C2/CCCCc3ccccc32)c1
    -10.4%, -7.7%, -7.2%, 2.82µM*, -0.3%, -4.2%, -0.6%, 11.7%, -5.3, 0.0%, 6.31µM*
(5) CCC(CC)C(=O)Nc1cc([N+](=O)[O-])ccc1F
    0.2%, 1.4%, 11.0%, 5.7%, -8.2%, ?, -1.3%, -0.3%, 8.1, -11.2%, -1.3%
(6) COc1cc(NC(=S)N2CCN(C)CC2)cc(OC)c1
    -6.9%, 22.5%, -19.3%, -8.5%, -2.9%, -8.7%, 2.5%, -0.1%, 12.0, 2.5%, 5.1%
(7) COc1ccc(NC(=O)CN(C)C(=O)c2ccc(-c3cccc(C(F)(F)F)c3)o2)cc1
    ?, 14.8%, ., ?, 3.2%, 6.9%, 13.9%, 9.3%, -2.9, 8.8%, -1.5%
(8) O=C(C[n+]1ccc(-c2cc(C(=O)Nc3cccc(C(F)(F)F)c3)c3ccccc3n2)cc1)c1cccc([N+](=O)[O-])c1
    -20.0%, -5.0%, -3.9%, -21.2%, -4.0%, ?, -6.8%, -6.3%, -0.2, 0.6%, -3.7%
(9) COCc1cc(C)nc(NCCc2ccccc2)c1C#N
    -1.8%, ., 2.7%, -19.7%, 5.3%, -15.0%, ., 24.5%, 13.4, ., -2.4%
(10) CN(Cc1ccco1)C(=O)CN1C(=O)NC(c2ccccc2)(c2ccccc2)C1=O
    -0.4%, 3.6%, ., ., ., ., 1.0%, -0.8%, 1.2, -3.4%, .
(11) CCn1c(SCc2nc3sc(C(=O)O)c(C)c3c(=O)[nH]2)nnc1-c1ccc(Cl)cc1
    -4.8%, -8.7%, 2.5%, 1.6%, -1.5%, 0.7%, -6.2%, 0.4%, 3.6, -2.6%, 7.6%
(12) COc1ccc(NC(=O)CSc2nc3ccccc3c(=O)n2CCNC(C)=O)c(OC)c1
    0.2%, -14.1%, -7.9%, -8.7%, -2.0%, -7.1%, 1.3%, -0.2%, -0.2, -4.7%, -11.6%
(13) O=C(Nc1cc(=O)[nH]c2ncnn12)c1ccc(Cl)cc1Cl
    -11.3%, 10.1%, 0.1%, -0.6%, -4.5%, -7.8%, 1.9%, 0.8%, 6.2, -4.5%, 0.4%
(14) O=C(O)C1CCCC2CN3CCc4c([nH]c5ccccc45)C3C(O)C21 (centres undefined)
    3.6%, 9.5%, -16.2%, -25.6%, 8.8%[11.5 µM], 19.5%, -1.2%, 1.6%, 14.0, 5.5%, -0.1%
(15) O=C(COc1c(Br)cc(Br)cc1Br)N/N=C/c1ccco1
    -0.3%, ?, ., -25.3%, ., -6.3%, -1.1%, -3.5%, -15.6, -0.5%, -1.1%
(16) CN(CCC1CCOCC1)C(=O)C1CCC(=O)N(CCc2ccccc2)C1 (centres undefined)
    2.1%, 17.8%, ., 4.4%, -3.5%, -0.3%, -0.5%, 0.4%, -4.1, -0.3%, -3.2%
(17) COc1cc(C)ccc1OCC(=O)NC1CCCCCC1
    16.9µM*, ?, ., ., ., ., ?, 2.9%, -15.1, ?, .
(18) COc1ccc2c(c1)C(C)CC(C)(C)N2C(=O)CSc1nc2ccccc2s1 (centres undefined)
    -0.9%, -2.3%, ?, -14.4%, 4.5%, 11.8%, -8.1%, 3.9%, -21.4, 2.0%, 18.7%
(19) Cc1ccc(-n2c(SCC(=O)NCc3ccco3)nnc2-c2cccnc2)c(C)c1
    2.8%, -3.0%, 14.1%, 17.6%, 0.4%, 7.6%, 2.6%, 11.0%, 12.4, -3.1%, -2.5%
(20) O=C(CSc1ncnc2sc3c(c12)CCCC3)c1ccccc1
    -11.0%, ?, 28.2%, -20.2%, 7.5%, 17.6%, -0.6%, 4.0%, -16.5, -6.0%, 25.3%
(21) Cn1c(=O)n(C)c2cc(/C=N/n3cnnc3)ccc21
    4.4%, ?, -26.1%, -24.9%, 0.0%, 1.5%, -1.6%, -1.4%, 18.0, 4.0%, -7.7%
(22) CCc1nnc(NC(=O)C23CC4CC(CC(C4)C2)C3)s1
    10.7µM*, ?, -23.1%, ?, ., 2.6%, ?, -15.6%, -3.8, ?, 7.1%
(23) COc1ccccc1-c1ccc(SCC(=O)NC2CCCC2)nn1
    0.4%, ?, ., ., ., ., -1.7%, -1.9%, -4.4, 1.4%, .
(24) CCOc1cc(C2Nc3cccc4cccc(c34)N2)ccc1O
    13.5µM*, -19.0%, ?, -12.4%, -4.6%, 11.9%, 18.7%, -3.1%, 8.0, 18.3%, -11.8%
(25) COc1ccccc1C(=O)NC(=S)N1CCc2ccccc21
    -19.6%, 3.4%, 10.1%, ?, -3.5%, 4.4%, 0.5%, 2.7%, 1.2, -0.3%, ?
(26) COc1ccc2c(c1OC)C(=O)N1C2SC[C@H]1C(=O)NC1CCCC1 (some centres undefined)
    0.2%, -7.5%, -14.0%, -6.8%, ., -2.1%, -2.1%, 1.5%, 1.7, 3.2%, 3.5%
(27) CC(c1ccccc1)C1C(C#N)=C(N)OC2=C1C(=O)CC(C)(C)C2 (centres undefined)
    -0.3%, -22.7%, -0.5%, ?, 20.1%, -7.5%, -16.0%, 22.9%, -10.5, 2.8%, 4.0%
(28) CCCCC(=O)Nc1cccc(-c2cn3ccsc3n2)c1
    15.1µM*, 21.4%, -16.6%, -13.2%, 7.7%, -2.6%, 25.8%, -5.2%, -35.8, 26.6%, -13.1%
(29) Cn1cccc1/C=C1\SC(=O)N(CC(=O)Nc2ccc(Cl)cc2)C1=O
    -0.8%, -5.9%, ., 3.7%, -3.7%, 2.4%, 2.3%, 0.8%, -1.8, -3.9%, 4.7%
(30) COc1ccc(OC)c(NC(=O)CSc2nc3cccnc3n2C)c1
    3.3%, -13.6%, -14.8%, 17.9%, 9.1%, -6.0%, -1.3%, 0.6%, -13.7, -7.7%, 16.0%
(31) CC(C)(C)CN1CCC(Oc2cccc(C(=O)NCCCOc3cccnc3)c2)CC1
    -1.0%, 14.7%, ., -2.8%, ., -2.8%, -2.1%, -6.2%, -9.1, -9.0%, -1.6%
(32) Cc1cccc(N2CCN(C(=O)CS(=O)(=O)Cc3nc(-c4ccccc4F)oc3C)CC2C)c1 (centres undefined)
    0.6%, ?, -1.1%, -2.6%, -13.2%, -11.7%, -5.3%, 29.3%, 14.3, -1.3%, ?
(33) CCN(CC(=O)Nc1ccc(NC(C)=O)cc1)C(=O)Cc1ccccc1F
    1.5%, 25.2%, -0.4%, -23.3%, ., -5.5%, -5.7%, -5.4%, -6.8, -2.9%, 8.5%
(34) CN(Cc1ccccc1)c1nc(CN2CCOCC2)nc2scc(-c3ccccc3)c12
    11.5%, ?, -3.3%, 10µM*, -0.8%, -9.3%, -3.9%, ?, -39.7, -3.6%, ?

# High-throughput results from PubChem BioAssay.

# Not all compounds are listed. The share of hits here may be higher or lower than overall.
